# Polio RdRp inh: inhibitors of poliovirus RNA polymerase binding and polymerization | P03300 | poliovirus polymerase elongation, fluorescence polarization; active compounds read low | % elongation, % (compound at 16.7 µg/mL) | actives 0.66% (n = 150,000); in the data active = % elongation below about 90%; also: some results filed as inactive read as strong as hits
# Target sequence (P03300 1749-2209 limits assumed): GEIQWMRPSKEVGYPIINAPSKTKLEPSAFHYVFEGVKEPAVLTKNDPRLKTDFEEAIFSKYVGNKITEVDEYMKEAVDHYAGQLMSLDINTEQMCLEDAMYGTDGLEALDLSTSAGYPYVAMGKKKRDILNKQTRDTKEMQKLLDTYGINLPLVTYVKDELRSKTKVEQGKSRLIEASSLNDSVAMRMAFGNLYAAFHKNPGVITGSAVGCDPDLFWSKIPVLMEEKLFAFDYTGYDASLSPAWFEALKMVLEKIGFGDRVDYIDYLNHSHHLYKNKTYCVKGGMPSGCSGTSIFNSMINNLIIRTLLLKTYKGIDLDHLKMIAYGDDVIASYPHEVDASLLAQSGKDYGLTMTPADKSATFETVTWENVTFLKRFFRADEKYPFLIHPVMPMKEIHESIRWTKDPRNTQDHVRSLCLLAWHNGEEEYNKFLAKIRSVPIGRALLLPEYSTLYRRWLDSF
# Polio RdRp inh FP z-score: second read-out of Polio RdRp inh, no call of its own (marks repeat the call); z-score; measured here: FP z-score; hits read low
# The depositor's hits bear a star. Only part of the results is shown. The share of hits here may be higher or lower than overall.
SMILES	Polio RdRp inh	Polio RdRp inh FP z-score
CCc1ccc(NCc2cc3ccc(OC)cc3n(CC(=O)Nc3ccc(F)cc3F)c2=O)cc1	111.0	0.9
CN(C(=O)CSc1c2c(nc3ccccc13)CCCC2)C1CCCCC1	101.0	-0.1
Cc1ccc(-c2nnc(Nc3ccccc3)c3ccccc23)cc1S(=O)(=O)N1CCN(C)CC1	105.0	0
Cc1nnc2ccc(Cl)nn12	100.0	-0.1
CCC(=O)N1c2ccccc2CC1C(=O)NCCN1CCN(c2cccc(Cl)c2)CC1 (centres undefined)	107.0	0.1
CC1=C(C(=O)Nc2c(C)cc(C)cc2C)C2(CCN(C(C)C)CC2)OC1=O	105.0	-0.5
N=c1c2c(-c3ccccc3)c(-c3ccccc3)n(Cc3ccco3)c2ncn1CCN1CCOCC1	103.0	0.7
CCC(C)NC(=O)/C(=C/c1ccc(F)cc1)c1cccs1 (centres undefined)	101.0	-0.4
Cc1ncsc1CCOC(=O)c1ccccc1	102.0	0.3
COc1ccccc1NC(=O)CSc1oc(-c2cccs2)nc1S(=O)(=O)c1ccc(C)cc1	106.0	0.3
CCOc1ccc(N2C(=O)/C(=C/c3ccc(F)cc3)N=C2SC(CC)C(=O)N2CCOCC2)cc1 (centres undefined)	101.0	0
COc1ccc(NC(=O)Cn2cc(C(=O)c3ccncc3)c(=O)c3cc(C)ccc32)cc1Cl	108.0	0.4
CCCc1cnc2c(c1SCC(=O)NCc1ccc(F)cc1)c(=O)n(C)c(=O)n2C	105.0	0.2
COc1ccc(S(=O)(=O)c2cn(Cc3ccccc3)c3cc(F)c(F)cc3c2=O)cc1	106.0	0.5
Cn1nc(C(F)(F)F)cc1-c1ccc(S(N)(=O)=O)s1	101.0	-0.3
COc1ccc(CCNC(=O)CSc2nc(-c3ccc(F)cc3)cc(C(F)(F)F)n2)cc1OC	105.0	0.3
O=C(COc1ncnc2c1cnn2-c1ccccc1)c1ccc(Cl)s1	117.0	1.3
Nc1c(C(=O)Nc2ccccc2F)sc2nc3c(cc12)CCCCCC3	112.0	0.2
COc1ccc(C(=O)OCc2cc(=O)n3nc(C4CC4)sc3n2)cc1OC	103.0	-0.7
Cn1cnnc1SCc1ccc(-c2csnn2)cc1	103.0	0

# Additional records follow:
SMILES	Polio RdRp inh	Polio RdRp inh FP z-score
CSc1ncccc1C(=O)OC1CCCCC1=O (centres undefined)	98.0	-0.8
CCN(CC)CCNC(=O)Cn1cnc2sc(C)c(S(=O)(=O)N3CCC(C)CC3)c2c1=O	105.0	0.1
O=C(O)C1C2CCC(C2)C1C(=O)NCc1ccc2c(c1)OCO2 (centres undefined)	102.0	-0.1
Cc1ccc2nc(SCc3c(C(=O)O)nnn3-c3nonc3N)[nH]c2c1	100.0	0
CC(C)Oc1ccc(C2CC(=O)N(Nc3ccccc3)C2=O)cc1 (centres undefined)	106.0	1
Cn1ccnc1C(O)(CC(=O)O)C(F)(F)F (centres undefined)	97.0	-0.8
O=C(CCC1N=C2c3ccccc3N=C(SCc3ccc(Cl)cc3)N2C1=O)N1CCN(c2ccccc2)CC1 (centres undefined)	113.0	0.2
Cc1onc(-c2ccccc2)c1C(=O)c1ccc(F)cc1	100.0	-0.4
O=C(COc1ccccc1)c1c[nH]c2ccccc12	100.0	0
CCC1CN(C(=O)C2CCN(S(=O)(=O)c3c(C)noc3/C=C/c3ccc(C)cc3)CC2)c2cc(C)ccc2O1 (centres undefined)	105.0	-0.3
COc1ccccc1C1C=C(c2ccc(C(C)C)cc2)Nc2nnnn21 (centres undefined)	106.0	0.4
CCNCC(=O)Nc1ccc2c(c1)OCCO2	106.0	0.4
O=C(O)C1Cc2ccccc2O1 (centres undefined)	97.0	-0.7
CCOC(=O)c1c(NC(=O)CSc2cn(CCNC(=O)c3ccc(OC)c(OC)c3)c3ccccc23)sc2c1CCC2	107.0	0.6
COc1ccc(NS(=O)(=O)c2ccc(N3CCCCS3(=O)=O)cc2)cc1Cl	107.0	0.3
CCCOc1ccc(CN(CCC)C(=S)NC)cc1OC	102.0	0
COc1ccc(N(C(=O)C(F)(F)F)C(C(=O)NC2CCCCC2)c2ccc(C)o2)cc1 (centres undefined)	104.0	0.1
NNc1nc2ccc(Cl)cc2s1	99.0	-0.7
CCSc1nnc2c(n1)OC(c1sccc1C)N(C(C)=O)c1ccccc1-2 (centres undefined)	102.0	-0.7
CC(C)(C)OC(=O)N1CCC(c2c(C(=O)N3CCN(C(=O)c4ccco4)CC3)cnn2-c2ccc(F)cc2F)CC1	103.0	-0.7

# (list continues)
SMILES	Polio RdRp inh	Polio RdRp inh FP z-score
CCOC(=O)c1c(C)[nH]c(C(=O)CN2C(=O)CCC2=O)c1C	104.0	0.2
Cc1ccc(C(=O)CSc2nc(-c3ccccc3)nc3c2CCCC3)c(C)c1	105.0	0.1
Cc1ccc(NC(=O)CSC(C)C(=O)O)cc1 (centres undefined)	103.0	-0.1
Cc1[nH]nc2c1C1(C(=O)N(C)c3ccccc31)C(C#N)=C(N)O2 (centres undefined)	100.0	-0.6
O=C(NCc1ccccc1)c1nc[nH]c1C(=O)NCc1ccccc1	100.0	-0.4
Cc1ccc(N2C(=O)SC(N(C)c3ccccc3)C2=O)cc1 (centres undefined)	102.0	0.1
CC1CCCCC1NC(=O)c1ccc(CS(=O)(=O)c2cccc(C(F)(F)F)c2)o1 (centres undefined)	98.0	-1.7
CCOc1ccc(NC(=O)CSc2nnc(CNC(=O)c3c(F)cccc3Cl)o2)cc1	115.0	0.8
O=C(COC(=O)C12CCC(=O)N1c1ccccc1C(=O)N2C1CC1)Nc1ncc(Cl)cc1Cl (centres undefined)	91.0	-3.1
O=C(OCCOc1ccccc1)c1ccc(-n2cnnn2)cc1	98.0	-0.8
CCNC(=O)CCCN1C(=O)CCn2nc(-c3cccn3C)cc21	104.0	-0.7
COc1cc(CNC(=O)C2CCCC2)cc(OC)c1OC	104.0	0.2
COc1ccc(N2CC(C(=O)NC3=NCCS3)CC2=O)cc1 (centres undefined)	101.0	-0.6
Cc1ccc(N(C)S(=O)(=O)c2nnc(NC(=O)C3CCCCC3)s2)cc1	112.0	0.8
Cc1ccc(CCNC(=O)c2cc(=O)[nH]c3ccc(S(=O)(=O)N4CCCC4)cc23)cc1	102.0	0.1
CCOc1ccc(NC(=O)c2c(NC(=O)c3ccccc3Br)sc3c2CCC(C)C3)cc1 (centres undefined)	78.0*	-4.4*
CC(C)CCOc1ccc(C(=O)C(C)C)cc1	103.0	0.2
O=C(Cc1n[nH]c(=O)c2ccccc12)NCCc1ccccn1	107.0	0.5
COc1cc(C(CC(=O)NCc2ccccc2)N2Cc3ccccc3C2=O)cc(OC)c1OC (centres undefined)	110.0	0.6
CCC(C(=O)NC1CCN(C)CC1)c1ccccc1 (centres undefined)	99.0	-0.7

# Later entries.
SMILES	Polio RdRp inh	Polio RdRp inh FP z-score
CCOC(=O)c1ccc(NC(=O)CSc2nnc(CNC(=O)c3ccc(OC)cc3)n2CC)cc1	103.0	0
C/C(=N/NS(C)(=O)=O)c1ccc2ccccc2c1	100.0	0.1
COc1cc(-c2nn(CN3CC(C)OC(C)C3)c(=S)o2)cc(OC)c1OC (centres undefined)	104.0	0.3
Nc1sc2c(c1-c1nc3ccccc3[nH]1)CCCC2	104.0	1.2
CCOC(=O)c1c(Nc2ccccc2N)cc(C)nc1C	104.0	0.8
O=C(NCc1ccco1)c1ccccc1	103.0	0.5
CC(C)CSc1nnc(-c2ccccc2)c(-c2ccccc2)n1	109.0	1.2
COc1cc(NC(=O)Cn2nc(C(F)(F)F)c3c2CCCC3)c(OC)cc1Cl	110.0	1.2
O=C(O)/C=C/C(=O)N1CCN(Cc2ccccc2)CC1	101.0	0.3
c1ccc(-c2nn3cnnc3c3ccccc23)cc1	98.0	-0.1
COc1ccc(CNC(=O)CN(c2ccc(C(C)C)cc2)S(=O)(=O)c2c(C)nn(C)c2C)cc1	104.0	-0.1
Clc1cccc(Cl)c1Cn1nnc(-c2ccccc2)n1	101.0	0.2
N#Cc1ccccc1OCC(=O)O	100.0	-1.2
COc1cccc(Cn2ccn(Cc3ccccc3)c(=O)c2=O)c1	105.0	1.7
COc1cc(Nc2nc(SCc3ccccc3F)nc3ccccc23)cc(OC)c1	108.0	0.4
NS(=O)(=O)c1ccc(NC(=S)NC2CCCCC2)cc1	100.0	-0.1
CCn1c(CCC(=O)Nc2nc3ccccc3[nH]2)nc2cc(S(=O)(=O)N(C)C)ccc21	98.0	-0.9
C=CCOc1ccc(CNn2nnnc2N)cc1	103.0	-0.1
O=C(CSc1nnc(CNC(=O)c2c(F)cccc2Cl)o1)NC1CCCCC1	103.0	0.8
O=c1c(S(=O)(=O)c2ccccc2)cn(Cc2ccc(F)cc2)c2cc(N3CCCCC3)c(F)cc12	111.0	0.8

# 5 compounds already listed, sorted by SMILES length, smallest number first.
SMILES	Polio RdRp inh	Polio RdRp inh FP z-score
N#Cc1ccccc1OCC(=O)O	100.0	-1.2
O=C(NCc1ccco1)c1ccccc1	103.0	0.5
C/C(=N/NS(C)(=O)=O)c1ccc2ccccc2c1	100.0	0.1
COc1cccc(Cn2ccn(Cc3ccccc3)c(=O)c2=O)c1	105.0	1.7
COc1cc(Nc2nc(SCc3ccccc3F)nc3ccccc23)cc(OC)c1	108.0	0.4

# Continuation:
SMILES	Polio RdRp inh	Polio RdRp inh FP z-score
Cc1ccccc1Cn1c2ccccc2c2cnn(CC(=O)NC3CCCCCC3)c(=O)c21	108.0	0
COc1ccccc1NC(=O)N1CCN(c2nnc(C)c3c(C)n(-c4ccc(Cl)cc4)nc23)CC1	109.0	0.3
CN1N=C2c3ccccc3CCC2C1c1ccc(F)cc1 (centres undefined)	102.0	0
CCCCN1CCC1C(=O)OC (centres undefined)	98.0	-0.4
CC(=O)NCCC(=O)Nc1ccc(F)cc1C	102.0	0.1
CCc1ccccc1NC(=O)Cc1cn(C)c2ccccc12	113.0	0.2
COc1ccc(-n2c(C)c(C(C)=O)c3cc(OC(=O)c4ccc(C)cc4)ccc32)cc1	108.0	1
Cc1ccc(Cc2nc3ccccc3nc2SCC(=O)N2CCCCC2C)cc1 (centres undefined)	102.0	-0.8
COc1ccc(C2CC(c3ccccc3)=NN2C(=O)Cn2c(NCCO)nc3ccccc32)cc1 (centres undefined)	100.0	-0.3
CCOC(=O)c1c(C)n(-c2ccccc2)c2ccc(OC(=O)c3cccc(C)c3)cc12	105.0	0.2
CCc1ccc(-c2cc(C)no2)cc1S(=O)(=O)Nc1cc(OC)c(OC)c(OC)c1	115.0	1.7
CCOc1ccc(C(NC(=O)c2cc(OC)c(OC)c(OC)c2)c2cc(Cl)c3cccnc3c2O)cc1 (centres undefined)	71.0	-5
CC(C)c1ccc(NC(=O)C2CC(=O)Nc3nc4ccccc4n32)cc1 (centres undefined)	101.0	0
O=S(=O)(NC1CCCC1)c1ccc(-n2cnnn2)cc1	101.0	-0.4
O=C(Nc1ccc(Br)cn1)Nc1ccccc1C(F)(F)F	99.0	-0.3
COc1ccccc1C(=O)NNc1ncccc1C(F)(F)F	101.0	0
CC(=O)Oc1ccc(-c2coc3cc(OC(C)=O)cc(OC(C)=O)c3c2=O)cc1	106.0	0.5
O=C(CSCn1nnc2c(=O)[nH]c(Cc3ccc(F)cc3)nc21)Nc1ccccc1	109.0	0.4
O=C(NCCc1ccc(Cl)cc1)c1cnn(-c2ccc(Cl)cc2)c1C(F)(F)F	102.0	-0.3
CCc1ccccc1NC(=O)NCc1ccc2c(c1)CCN2C(=O)c1ccccc1	107.0	-0.4

# The list continues:
SMILES	Polio RdRp inh	Polio RdRp inh FP z-score
COc1ccc(-c2ccnc(SCc3ccc(Cl)cc3Cl)n2)cc1	98.0	-1.2
COc1ccc(-c2nc3cnccn3c2NCc2ccc3c(c2)OCO3)cc1CN1CCOCC1	103.0	0.4
Cc1ccccc1Cn1nnc2c(=O)[nH]c(C3CCN(C(=O)c4ccccc4)CC3)nc21	105.0	-0.3
CCn1c2ccccc2c2nnc(N3CCN(c4cccc(C)c4C)CC3)nc21	108.0	0.4
Cc1cccc(-c2noc(CN(C(C)C)S(=O)(=O)c3ccc(Br)cc3)n2)c1	102.0	-0.9
N/C(=N\c1nc(=O)c2ccccc2s1)NC(=O)c1ccc(Cl)c(Cl)c1	101.0	-0.1
CCN(CC)CC(=O)N1CCCC1=O	100.0	-0.4
O=C(OCc1c(F)cccc1Cl)c1ccco1	101.0	0.5
CCOC(=O)c1c(S(=O)(=O)N2CCN(c3ccccc3OC)CC2)c(C)n(C)c1C	105.0	-0.6
Cc1nc2c(o1)N(c1ccccc1)C(N)=C(C#N)C2c1c(Cl)nn(-c2ccccc2)c1C (centres undefined)	105.0	0.4
COc1cc2c(C(=O)NCc3ccc4c(c3)OCO4)cn(C)c(=O)c2cc1OC	100.0	-0.5
COc1ccc(C(CC(=O)Nc2ccc(Br)cn2)N2Cc3ccccc3C2=O)cc1 (centres undefined)	105.0	-0.4
CCOC(=O)c1cc2c(=O)n3ccccc3nc2n(C(C)C)c1=NC(=O)c1cc2ccccc2o1	107.0	0.8
Cc1ccc2oc(=O)c(/C=C(\O)c3ccco3)nc2c1	104.0	0.5
Cc1cccc(CCNC(=O)c2cc3c(=O)n(C)c4ccccc4c3s2)c1	102.0	0.2
COC(=O)c1c(SCC(=O)Nc2cc(F)ccc2F)[nH]c2ccc(C)cc2c1=O	122.0	3.2
Cc1cc(OC(C)C)nc(-c2ccccc2O)n1	102.0	0.4
CCOC(=O)N1CCC(NC(=O)c2cc(C(=O)NCc3ccc(F)cc3)ccc2CO)CC1	101.0	-0.3
CCOc1ccc(S(=O)(=O)NCc2ccc3c(c2)OCO3)cc1	103.0	0.2
O=C(COc1ccccc1C(=O)O)Nc1cccc2ccccc12	100.0	-0.4
Cc1nnc(Nc2c(C)n(C)n(-c3ccccc3)c2=O)[nH]c1=O	101.0	0

# Bioassay records (PubChem)
